MsrA inhibitor = inhibits bovine methionine sulfoxide reductase A; purified bovine MsrA, absorbance read-out; inhibition, % at 15.5 µM; 360,000 tested, 0.75% active; AID 651718; in the data active = inhibition above about 4.5%;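 note: 0% = vehicle wells with enzyme and 100% = reference inhibitor wells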
PABP1 MLLE inh = blocks PAM2 peptide binding to the PABP1 MLLE domain. P11940. GST-MLLE / FITC-PAM2 fluorescence polarization. inhibition, % at 20 µM. 360,000 tested, 0.36% active. AID 588489; in the data active = inhibition above about 35%, passing the limit was not always enough;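 note: plate controls were DMSO wells with GST-MLLE for no effect and wells lacking GST-MLLE protein for full effect; some results filed as inactive read as strong as hits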
bovine MsrA act = bovine methionine sulfoxide reductase A activation. activation, % at 10.6 µM. purified bovine MsrA, absorbance read-out. 360,000 tested, 0.3% active; in the data active = activation above about 7.5%;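 note: 0% = vehicle and 100% = reference activator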
Tb MetRS inh = Trypanosoma brucei MetRS inhibition. purified T. brucei MetRS, ATP depletion, Kinase-Glo luminescence. inhibition, % at 11.9 µM. 360,000 tested, 0.4% active. AID 624268;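 active = inhibition above a per-plate cutoff of the control wells' mean inhibition plus 3 SD, cut at about 5.5% in these data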;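 note: 0% = DMSO wells median and 100% = median of wells with control inhibitor compound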
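Test system – parasite MetRS enzyme · Reagent – substrates ATP, L-methionine and bulk Escherichia coli tRNA · Doses – 11.9 µM compound single dose, 0.9% DMSO · Times – 15 min enzyme-compound preincubation, 2 h reaction, 10 min detection, 25 °C · Signal – Kinase-Glo luminescence, ATP depletion format · Controls – DMSO-only wells as low control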
MT1-MMP act inh = MT1-MMP (human) activation inhibition. 360,000 tested, 0.061% active. GFP/RFP ratio change, % at 20 µM. P50281. HT1080 RFP-PRO-GFP cells, GFP/RFP ratio fluorescence, overnight; percent of plate control window, DMSO zero;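 active = GFP/RFP ratio change of at least 30% with cell ATP level not reduced by more than half and red fluorescence within 50% of control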; note: strong numbers were not always called active
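Assay system: HT1080 RFP-PRO-GFP cells | Dosing: 20 µM single dose, 1% DMSO | Incubation: Cells overnight before dosing, compound overnight, 37 °C, 5% CO2 | Evaluation: GFP/RFP fluorescence ratio | Control set: DMSO-only wells and HT1080 RFP-L50D-GFP cell wells as references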
CendR NRP1 mod = alters CendR peptide binding to human NRP-1 | O14786 | FAM-RPARPAR peptide binding to NRP-1, fluorescence polarization | inhibition, % at 25 µM | 360,000 tested, 0.85% active;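 active = inhibition or corrected inhibition above about 18%, plus a signal ratio from 0.5 to 1.5, limit read from the data, passing the limit was not always enough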; note: strong numbers were not always called active
E coli Lon inh = E. coli protease La inhibition; P0A9M0; purified E. coli Lon protease, fluorescence polarization; inhibition, % at 7.94 µM; 360,000 tested, 0.42% active; in the data active = inhibition above about 13%, passing the limit was not always enough;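 note: 0% = enzyme with probe and DMSO and 100% = no enzyme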
Target sequence (P0A9M0 whole entry, looked up): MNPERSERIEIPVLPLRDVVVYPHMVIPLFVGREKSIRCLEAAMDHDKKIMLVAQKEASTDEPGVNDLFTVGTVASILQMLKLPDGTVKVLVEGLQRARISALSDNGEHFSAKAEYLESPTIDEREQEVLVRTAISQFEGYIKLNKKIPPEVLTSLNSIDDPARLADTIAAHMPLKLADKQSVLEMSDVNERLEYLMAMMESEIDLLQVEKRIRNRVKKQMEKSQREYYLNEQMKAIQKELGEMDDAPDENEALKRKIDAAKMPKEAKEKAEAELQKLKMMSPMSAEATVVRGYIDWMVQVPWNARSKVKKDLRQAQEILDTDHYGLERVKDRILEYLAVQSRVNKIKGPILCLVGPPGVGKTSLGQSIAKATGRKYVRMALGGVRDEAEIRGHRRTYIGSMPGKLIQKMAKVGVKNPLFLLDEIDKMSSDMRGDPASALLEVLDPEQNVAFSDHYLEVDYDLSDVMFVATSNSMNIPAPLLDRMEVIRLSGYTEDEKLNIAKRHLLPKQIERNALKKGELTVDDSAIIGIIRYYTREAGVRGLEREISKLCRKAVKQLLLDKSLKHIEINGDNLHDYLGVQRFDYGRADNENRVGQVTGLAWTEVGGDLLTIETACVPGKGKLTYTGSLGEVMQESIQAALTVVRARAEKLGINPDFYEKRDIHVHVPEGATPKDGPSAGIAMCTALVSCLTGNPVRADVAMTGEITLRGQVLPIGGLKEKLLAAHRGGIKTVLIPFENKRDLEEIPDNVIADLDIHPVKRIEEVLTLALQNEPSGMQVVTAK
SKN-1 inh = inhibitors of C. elegans SKN-1; C. elegans VP596 Pgst-4::GFP/RFP ratio, acrylamide-induced, 24 h; inhibition, % at 21.8 µM; 360,000 tested, 0.49% active;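 active = interference check ratio from 0.5 to 1.5 plus GFP to RFP signal ratio inhibition reaching or exceeding a fixed threshold, cut at about 30% in these data, passing the limit was not always enough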; note: some compounds called inactive have numbers as strong as hits
FAS-TE inh = blocks the thioesterase domain of human fatty acid synthase | P49327 | recombinant FAS-TE, OMFH fluorogenic substrate, fluorescence endpoint | inhibition, % at 15 µM | 360,000 tested, 0.67% active;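 active = compounds whose normalised, plate-corrected inhibition of enzyme fluorescence in the single-dose primary screen is 50% or more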;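 note: 0% = DMSO with enzyme and 100% = substrate without enzyme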
Active calls of the source: *; / = no result given.

A first look (nine entries):
Value order – FAS-TE inh, MsrA inhibitor, MT1-MMP act inh, bovine MsrA act, SKN-1 inh, E coli Lon inh, CendR NRP1 mod, Tb MetRS inh, PABP1 MLLE inh
CNC(=S)N(Cc1ccc2c(c1)OCO2)C1CC(=O)N(c2ccccc2)C1=O (centres undefined)
  18, -1.0, -3, 2, 0, 2, -1, -0.2, -6
COc1ccc(N(Cc2ccccc2)S(=O)(=O)c2cccc(C(=O)NC3=NCCS3)c2)cc1
  12, -0.3, -8, -1, -5, -7, -10, -0.2, -11
COCCOC1CCN(C(=O)C2CCC(=O)N(CCc3ccc(OC)cc3)C2)CC1 (centres undefined)
  -9, -0.1, -1, 0, 17, -3, 1, 0.1, -14
Cc1ccc(S(=O)(=O)N(Cc2ccccc2)c2ccccc2C(=O)NCc2ccco2)cc1
  25, 0.2, -8, -1, 8, 5, 4, -0.5, 15
Cc1[nH]c2ccc(F)cc2c(=O)c1SC(F)(F)C(F)C(F)(F)F (centres undefined)
  0, 2.6, 1, 0, 16, -4, -4, 13*, 11
C#CCOCCOCCOCCNc1nc(N2CCOCC2)nc(N2CCN(C(=O)[C@H]([C@@H](C)CC)n3cc([C@@H](N)CC(C)C)nn3)CC2)n1
  -8, -0.9, 1, -3, 10, 5, -3, -0.5, 9
Cc1ccc(-n2c3c(cc(C(=O)N4CCN(C)CC4)c2=O)C(=O)CC(C)(C)C3)cc1
  -6, 0.4, 2, 1, 9, -5, -1, -0.9, 4
CC(C(=O)OCC(=O)c1c(N)n(C)c(=O)n(C)c1=O)N1C(=O)c2ccccc2C1=O (centres undefined)
  -8, 0.1, 3, 1, 3, 2, -10, -0.5, 2
Cc1cc(C(=O)CSc2nnc(N)s2)c(C)n1C1CC1
  -10, -0.8, 0, -2, 24, -10, -4, -0.4, 18

The listing, from the first entry:
Value order – FAS-TE inh, MsrA inhibitor, MT1-MMP act inh, bovine MsrA act, SKN-1 inh, E coli Lon inh, CendR NRP1 mod, Tb MetRS inh, PABP1 MLLE inh
CNC(=S)N(Cc1ccc2c(c1)OCO2)C1CC(=O)N(c2ccccc2)C1=O (centres undefined)
  18, -1.0, -3, 2, 0, 2, -1, -0.2, -6
COc1ccc(N(Cc2ccccc2)S(=O)(=O)c2cccc(C(=O)NC3=NCCS3)c2)cc1
  12, -0.3, -8, -1, -5, -7, -10, -0.2, -11
COCCOC1CCN(C(=O)C2CCC(=O)N(CCc3ccc(OC)cc3)C2)CC1 (centres undefined)
  -9, -0.1, -1, 0, 17, -3, 1, 0.1, -14
Cc1ccc(S(=O)(=O)N(Cc2ccccc2)c2ccccc2C(=O)NCc2ccco2)cc1
  25, 0.2, -8, -1, 8, 5, 4, -0.5, 15
Cc1[nH]c2ccc(F)cc2c(=O)c1SC(F)(F)C(F)C(F)(F)F (centres undefined)
  0, 2.6, 1, 0, 16, -4, -4, 13*, 11
C#CCOCCOCCOCCNc1nc(N2CCOCC2)nc(N2CCN(C(=O)[C@H]([C@@H](C)CC)n3cc([C@@H](N)CC(C)C)nn3)CC2)n1
  -8, -0.9, 1, -3, 10, 5, -3, -0.5, 9
Cc1ccc(-n2c3c(cc(C(=O)N4CCN(C)CC4)c2=O)C(=O)CC(C)(C)C3)cc1
  -6, 0.4, 2, 1, 9, -5, -1, -0.9, 4
CC(C(=O)OCC(=O)c1c(N)n(C)c(=O)n(C)c1=O)N1C(=O)c2ccccc2C1=O (centres undefined)
  -8, 0.1, 3, 1, 3, 2, -10, -0.5, 2
Cc1cc(C(=O)CSc2nnc(N)s2)c(C)n1C1CC1
  -10, -0.8, 0, -2, 24, -10, -4, -0.4, 18
NC(=O)c1ccc(NC(=O)COC(=O)c2ccc(Br)o2)cc1
  -9, 1.1, -6, -3, 2, -13, 8, 0.1, 8
Clc1cc2nc3ccccn3c2cc1Cl
  15, 1.3, -4, -10, 25, 0, -3, 0.3, 11
CN(C)S(=O)(=O)Oc1ccsc1C(=O)Nc1ccc(Cl)cc1
  17, 0.6, 2, 0, 5, -3, -27, -8.4, 6
O=C(CSc1cn(Cc2cccc(F)c2)c2ccccc12)NCc1ccc(F)cc1
  -1, 0.3, 1, -2, -1, -11, 5, -0.9, -13
Cc1cccc(C(=O)NCCN(C)C)c1
  -5, -0.5, -2, 0, 15, -6, -13, -0.1, -8
C=CC[C@H](CC(=O)N(CCO)Cc1ccccc1)C(=O)NC[C@H](OC(=O)[C@@H](CC=C)Cc1ccc(F)cc1)c1ccccc1
  18, 1.7, -25, 3, 8, -4, 7, -0.6, 1
CCCc1cc2c(=O)c(-c3ccc4c(c3)OCCO4)c(C)oc2cc1OS(C)(=O)=O
  24, -1.4, 6, -3, 32, -5, -5, -1.0, -22
Cc1cc(C)nc(N2CCCC(C(=O)Nc3cccc(Cl)c3)C2)n1 (centres undefined)
  2, 0.1, 2, -3, -1, 1, -1, 0.0, 3
COc1ccc(C(C)=O)c2c(O)cccc12
  -2, 1.1, -2, -7, 1, 1, 9, -0.8, 11
COc1nc(NCc2ccco2)nc(NC2CCCCC2)n1
  0, 0.0, 4, 2, 3, 3, 0, -1.2, 0
CCN(CC)C(=O)Oc1ccc(Br)cc1C(=O)Nc1ccc(F)cc1F
  7, -0.3, 0, 1, 2, 1, -8, 0.1, 7

The list continues:
Value order – FAS-TE inh, MsrA inhibitor, MT1-MMP act inh, bovine MsrA act, SKN-1 inh, E coli Lon inh, CendR NRP1 mod, Tb MetRS inh, PABP1 MLLE inh
Cc1sc(N)nc1-c1ccccc1
  -1, -0.7, -5, -3, -9, -8, 9, -0.5, -12
CC(=O)N/N=C(\C)CC(=O)Nc1cccc2c1CCCC2
  2, 0.3, -2, -3, 9, 3, 0, 0.8, -3
CCn1c(=O)c(C(=O)NNS(=O)(=O)c2ccc(NC(=O)OC)cc2)c(O)c2ccccc21
  5, -0.8, 3, -2, 5, -2, 5, -0.8, -10
O=C(NCC1CC1)c1ccccc1Cl
  -6, -0.2, -1, -4, 20, 8, -4, -0.5, 20
O=C(COC(=O)c1cccc(Cl)c1Cl)NCc1cccs1
  10, -1.4, -3, -3, 4, 1, -9, 0.1, 7
CCCCCC(=O)NNC(=O)Nc1ccccc1
  -11, 1.7, -3, -3, -5, 11, -4, 0.3, -11
COc1ccc(C(=O)NC2CC2)cc1OC1CCN(Cc2ccc(F)cc2Cl)CC1
  6, -0.4, 2, -8, 7, -9, -5, -0.7, -3
CC(C)(C)OC(=O)C[C@H]1C/C=C\C[C@H](CC(=O)N[C@H](CO)Cc2ccccc2)C(=O)N2CCC[C@H]2COC1=O
  -5, 0.9, 2, -4, -8, -10, -8, -2.4, -17
O=C(Nc1nccs1)c1ccc(Br)c(S(=O)(=O)N2CCCC2)c1
  3, 0.8, 1, -7, -15, 4, 13, -0.4, 8
Cn1c(-c2ccccn2)[n+](C)c2ccccc21
  -7, 0.0, -2, -3, -3, 3, 6, -0.2, -6
COc1ccccc1N1CCN(C(=S)Nc2ccc(F)cc2)CC1
  -1, -0.1, 5, -2, -2, 5, 12, 0.1, -101
O=C(OC(C(=O)NC1CCCC1)c1cccnc1)C1=Cc2ccccc2OC1 (centres undefined)
  -2, 0.7, 2, -5, -12, -2, 7, -0.8, -18
CCOP(=O)(OCC)C(O)c1cc(OC)c(OC)c(OC)c1 (centres undefined)
  -8, -1.4, 1, -3, -10, 1, -8, 0.9, 1
CCC(C)NC(=S)Nc1ccc(F)cc1 (centres undefined)
  0, -1.1, 3, -2, -17, -4, 6, 0.1, -8
CCOc1ccccc1OCC(=O)Nc1ccc(N2CCOCC2)cc1N1CCOCC1
  -3, -1.6, -3, -3, -5, 5, -4, -0.1, 19
Cc1ccc(NC(=O)c2ccc(CSc3ccccn3)cc2)cc1
  10, 0.7, 0, -5, 15, -2, -2, -0.9, 11
CNCC(O)CN(c1ccccc1)c1ccccc1 (centres undefined)
  -5, 0.4, 0, -3, -8, 1, 6, 0.0, 3
CCOc1ccc(C(=O)NCCC2=CCCCC2)cc1OCC
  3, 1.7, 7, -4, 2, 3, 17, 1.0, 5
Cc1cccc(OCC(=O)NCC(c2ccco2)N2CCCC2)c1 (centres undefined)
  -5, -0.9, -3, -3, 3, -4, 5, -0.1, -6
C=C(C)/C=N/NC(=S)Nc1ccc(S(=O)(=O)N2CCOCC2)cc1
  -6, -0.2, 4, -2, -8, -15, -2, -0.5, 18

Additional structures follow:
Value order – FAS-TE inh, MsrA inhibitor, MT1-MMP act inh, bovine MsrA act, SKN-1 inh, E coli Lon inh, CendR NRP1 mod, Tb MetRS inh, PABP1 MLLE inh
COc1ccccc1S(=O)(=O)Cc1ccc(C(=O)NCC2CCCO2)o1 (centres undefined)
  -9, -0.2, 2, -6, -6, 3, -7, -0.2, 3
CCCCNC(=O)c1ccc(NC(=O)CC2SC(N3CCCC3)=NC2=O)cc1 (centres undefined)
  -3, -0.2, 2, -6, -7, 4, -2, 0.5, 13
S=C(NCc1ccco1)NC1CCCc2ccccc21 (centres undefined)
  5, -0.4, -4, -4, -14, -10, -38, -0.3, -40
CCOc1ccc(/C(O)=C2\C(=O)C(=O)N(CCN(C)C)C2c2cccc(OC)c2OC)cc1Cl (centres undefined)
  -12, 0.1, 1, -4, 2, -6, 10, -0.2, 3
C[C@@H]1COC(=O)[C@H](Cc2ccc(F)cc2)CC/C=C\C[C@@H](CC(=O)NCCO)C(=O)N1
  -11, -1.0, 3, -2, 0, -10, 0, -0.1, -39
COc1cc(NC(=O)c2c(F)c(F)c(OC)c(F)c2F)ccc1NC(=O)c1cccs1
  16, 2.5, 1, -6, 9, -1, 8, -0.5, -1
O=C(NCCN1CCN(c2ccc([N+](=O)[O-])cc2)CC1)NCc1ccccc1
  14, 1.4, -3, -1, 5, 1, 10, -0.1, 0
COc1ccc(Br)cc1CN1CCN(C(=O)c2cccc(F)c2)CC1
  4, 1.7, -1, -5, -17, 0, -8, -1.1, 4
O=C(COC(=O)c1ccccc1OC(F)F)Nc1ccc2[nH]c(=O)[nH]c2c1
  -3, 0.3, 10, -10, -5, -2, -1, -0.8, -88
COc1ccc(CN2C(=O)CCC2(C)C(=O)NC2CCCCC2)c(OC)c1 (centres undefined)
  -4, -0.3, -1, -5, -4, -6, -9, -0.6, 1
CCN(CC(=O)Nc1ccc(OC)c(OC)c1)CC(=O)Nc1ccccc1C(F)(F)F
  -2, 0.2, -1, 1, -3, 10, -3, -0.5, -11
CN(C(=O)CN1CCN(c2ccc([N+](=O)[O-])cn2)CC1)c1ccccc1
  1, /, 5, -4, -17, 0, 3, -1.3, -6
NS(=O)(=O)c1cc2c(cc1Cl)NC(CC1CCCC1)NS2(=O)=O (centres undefined)
  4, -0.1, 3, -1, 4, -5, 5, -0.6, 6
C[C@@H](C(=O)Nc1nc2ccc(F)cc2s1)N1C(=O)C2CC=CCC2C1=O (some centres undefined)
  4, 2.6, -5, -6, -3, -1, -4, -1.1, 2

Part of the list above, bar-delimited:
molecule | FAS-TE inh | MsrA inhibitor | MT1-MMP act inh | bovine MsrA act | SKN-1 inh | E coli Lon inh | CendR NRP1 mod | Tb MetRS inh | PABP1 MLLE inh
CCCCNC(=O)c1ccc(NC(=O)CC2SC(N3CCCC3)=NC2=O)cc1 (centres undefined) | -3 | -0.2 | 2 | -6 | -7 | 4 | -2 | 0.5 | 13
S=C(NCc1ccco1)NC1CCCc2ccccc21 (centres undefined) | 5 | -0.4 | -4 | -4 | -14 | -10 | -38 | -0.3 | -40

Bioassay records from PubChem.
